hIAP activ: human IAP activation; P09923; purified human IAP, CDP-Star luminescence, 30 min; stronger effect = higher value; 1 = vehicle-only enzyme, 0 = enzyme-free background; activation factor at 10 µM; 330,000 tested, 0.16% active; AID 2524;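 active means activation factor of the enzyme at least 2-fold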; further: the source names both 10 and 20 µM as test concentration; values of inactives mirror those of a sister screen read the other way
mIAP inh: mouse IAP inhibition; purified mouse IAP, CDP-Star luminescence, 30 min; inhibition, % at 10 µM; 330,000 tested, 0.2% active; AID 2806;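 active means inhibition of at least 40% at 10 µM in the primary screen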;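 further: plate controls were DMSO with enzyme for no effect and no enzyme wells for full effect; values of inactives mirror those of a sister screen read the other way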
hIAP block: human IAP inhibition | inhibition, % at 10 µM | 330,000 tested, 0.12% active | purified IAP, CDP-Star luminescence, 30 min | P09923;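 active means inhibition reaching a set limit with compound at 10 µM in the primary screen, cut at about 35% in these data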;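 further: plate controls were DMSO wells with enzyme for no effect and no-enzyme buffer wells for full effect; values of inactives mirror those of a sister screen read the other way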
ATG4B inhibitor: inhibitors of human ATG4B cysteine protease; ATG4B cleavage of LC3-PLA2, NBD-HPC fluorescence, 1 h; inhibition, % at 8.33 µM; 340,000 tested, 0.51% active; AID 504462; in the data active means inhibition above about 40%
APOBEC3A inh: inhibitors of human APOBEC3A DNA deaminase | P31941 | recombinant A3A, FAM/TAMRA ssDNA deamination fluorescence | inhibition, % at 20 µM | 330,000 tested, 0.41% active;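 active means at least 40% inhibition at 20 µM here, with at most 30% in a related deaminase screen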;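 further: plate controls were A3A with DMSO for no effect and wells lacking A3A enzyme for full effect; some results filed as inactive read as strong as hits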
PfG6PD inh: PfG6PD (Plasmodium falciparum) enzyme inhibition. PfGluPho enzyme, NADPH resazurin-diaphorase fluorescence. inhibition, % at 20 µM. 350,000 tested, 0.78% active;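 active means inhibition reaching at least a set limit at 20 µM in the primary screen, cut at about 59% in these data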;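 further: 0% = DMSO wells with substrate and 100% = DMSO wells lacking glucose-6-phosphate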
HKDC1 inhibitor: HKDC1 (human) hexokinase inhibition; recombinant HKDC1, G6PDH/diaphorase resazurin coupled fluorescence; inhibition, % at 20 µM; 340,000 tested, 0.16% active; AID 493160;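 active means inhibition above about 35% when tested at 20 µM, limit read from the data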;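 further: plate controls were DMSO wells with enzyme for no effect and DMSO wells lacking enzyme for full effect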
Target sequence (Q2TB90 whole entry, looked up): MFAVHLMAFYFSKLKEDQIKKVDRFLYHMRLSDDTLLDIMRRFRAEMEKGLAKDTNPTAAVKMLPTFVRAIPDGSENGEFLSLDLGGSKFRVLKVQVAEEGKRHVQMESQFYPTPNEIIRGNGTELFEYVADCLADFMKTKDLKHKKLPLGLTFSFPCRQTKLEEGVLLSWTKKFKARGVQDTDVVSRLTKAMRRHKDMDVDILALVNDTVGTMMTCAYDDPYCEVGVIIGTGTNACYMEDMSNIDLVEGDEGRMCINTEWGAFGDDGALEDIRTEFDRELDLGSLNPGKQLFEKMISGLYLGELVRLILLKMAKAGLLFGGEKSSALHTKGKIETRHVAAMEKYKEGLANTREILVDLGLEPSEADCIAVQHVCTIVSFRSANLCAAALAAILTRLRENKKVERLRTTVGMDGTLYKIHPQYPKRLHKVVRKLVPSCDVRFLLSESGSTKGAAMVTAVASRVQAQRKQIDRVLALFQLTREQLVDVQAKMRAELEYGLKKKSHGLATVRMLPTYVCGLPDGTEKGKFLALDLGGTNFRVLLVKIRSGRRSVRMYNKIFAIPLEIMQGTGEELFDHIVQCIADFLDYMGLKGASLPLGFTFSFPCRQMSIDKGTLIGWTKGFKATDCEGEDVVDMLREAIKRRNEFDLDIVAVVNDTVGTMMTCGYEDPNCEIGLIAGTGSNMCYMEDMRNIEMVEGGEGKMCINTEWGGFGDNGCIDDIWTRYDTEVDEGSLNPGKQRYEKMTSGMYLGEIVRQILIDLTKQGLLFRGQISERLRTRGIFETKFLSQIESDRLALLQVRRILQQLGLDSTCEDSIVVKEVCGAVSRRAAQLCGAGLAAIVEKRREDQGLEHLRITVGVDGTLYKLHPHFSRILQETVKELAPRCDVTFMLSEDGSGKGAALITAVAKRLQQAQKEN
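Test system: recombinant HKDC1 (HK5) hexokinase enzyme, produced in-house / Doses: 20 µM test compound, 1% DMSO / Timing: 90 min, room temperature / Detection: G6PDH/diaphorase-coupled fluorescence, 1 mM NADP, 100 µM resazurin, 525/613 nm / Control set: DMSO wells with and without enzyme mix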
mIAP act: mouse IAP activation | muIAP, CDP-Star luminescence, 30 min; stronger effect = higher value; 1 = vehicle-only enzyme signal, 0 = enzyme-free wells | activation factor at 10 µM | 330,000 tested, 0.24% active;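 active means activation factor of at least 2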; further: the source names both 10 and 20 µM as test concentration; values of inactives mirror those of a sister screen read the other way
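Assay system: mouse IAP enzyme / Compound: DMSO-dissolved test compounds / Timing: 30 min, room temperature / Measured by: luminescence from enzymatic CDP-Star hydrolysis / Control set: DMSO-only wells, enzyme-free buffer wells as negative control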
* hit, by the source's call; & = joins results of further samples; ! = repeats disagree.

hIAP activ	mIAP inh	hIAP block	ATG4B inhibitor	APOBEC3A inh	PfG6PD inh	HKDC1 inhibitor	mIAP act	structure
1.3	-40	-34	-4	-2	21	-1	1.4	CCC(C)(C)C1CCc2[nH]nc(C(=O)NCc3ccc(OC)cc3)c2C1 (stereo not given)
0.98	-1	2	-4	-2	-1	-4	1	CCCCCCC(=O)NCC(=O)OCC(=O)c1ccccc1
1.1	-1	-6	3	0	0	-7	1	O=C1N(CCCN2C(=O)C3(OCCO3)c3ccccc32)c2ccccc2C12OCCO2
1.1	-6	-13	3	1	-6	-5	1.1	CCc1cccc(C)c1NC(=S)N(CCN(C)C)C(C)c1cccnc1 (stereo not given)
0.86	7	14	3	-4	-12	9	0.93	O=C(Nc1cccc(Cl)c1)c1cc([N+](=O)[O-])ccc1N1CCN(CCO)CC1
0.95	-2	5	0	1	-12	-3	1	CC(C)(C)c1ccc(/C=C/C(=O)NC2CCS(=O)(=O)C2)cc1 (stereo not given)
0.98	5	2	-4	0	-6	-4	0.95	COc1ccc2oc(C(=O)OCC(=O)N3CCCC3=O)c(C)c2c1
1	0	-5	-4	-4	18	-2	1	O=C1COc2ccc(S(=O)(=O)NCc3ccc(Cl)cc3)cc2N1
0.91	16	9	0	2	-10	14	0.84	CC(=O)Nc1ccc(N2CCC(C)CC2)c([N+](=O)[O-])c1
0.85	0	15	-11	4	1	-4	1	O=C(Cn1c(NCCCCl)nc2ccccc21)c1ccccc1
1	6	-3	4	-1	-4	-5	0.94	COc1ccc(C)cc1NC(=O)c1nnn(Cc2cc(C)ccc2C)c1N
1.1	1	-5	-2	0	5	-7	0.99	O=C(NCC1CCCO1)c1cccc(S(=O)(=O)N2CCOCC2)c1 (stereo not given)

Following part:
hIAP activ	mIAP inh	hIAP block	ATG4B inhibitor	APOBEC3A inh	PfG6PD inh	HKDC1 inhibitor	mIAP act	structure
0.86	13	14	4	-4	-17	-3	0.87	CCCCNC(=O)COC(=O)c1ccc(NS(=O)(=O)c2ccc3c(c2)OCCO3)cc1
1.2	6	-23	-6	0	4	2	0.94	O=C(COC(=O)/C=C/c1cccc(C(F)(F)F)c1)NCCN1C(=O)CSC1=O
0.81	1	19	-1	4	1	-7	0.99	O=C(Nc1cccc(NC(=O)c2ccco2)c1)c1ccc2c(c1)OCO2
0.92	2	8	-15	1	-2	-5	0.97	COCCCNS(=O)(=O)c1ccc(S(=O)(=O)N2CCCC2)cc1
0.94	2	6	-6	-1	-8	-8	0.98	CC(=O)C1=C(C)NC(=S)NC1c1cc([N+](=O)[O-])ccc1O (stereo not given)
0.69	13	30	-6	1	8	6	0.87	O=C(/C=C/c1ccc2c(c1)OCCCO2)c1ccc2ccccc2c1O
1.2	-4	-16	2	-2	-17	-5	1	Brc1ccc(CN2CCN(c3ccccc3)CC2)o1
0.88	1	12	-1	-6	9	-1	0.99	O=C(CCS(=O)(=O)c1ccc(F)cc1)N1CCN(c2ccccc2)CC1
0.97	-9	2	-1	-7	-8	-3	1.1	C/C(=N\NC(N)=S)c1ccc2c(c1)OCCO2
1	6	-3	2	-3	10	-6	0.94	O=C(NNC(=O)C1CC1c1ccccc1)c1ccccc1[N+](=O)[O-] (stereo not given)
0.94	0	6	-8	1	17	-3	1	Cc1ccc(NC(=O)CCCc2nc3ccccc3s2)c(O)c1
0.97	-7	3	0	-1	11	-9	1.1	CC(CCc1ccccc1)NC(=O)CN1CCN(Cc2ccc(Cl)cc2)C1=O (stereo not given)

(listing goes on)
hIAP activ	mIAP inh	hIAP block	ATG4B inhibitor	APOBEC3A inh	PfG6PD inh	HKDC1 inhibitor	mIAP act	structure
1	5	0	-5	0	14	-3	0.95	COc1ccc(NC(=O)N2CCCc3ccccc32)cc1OC
1.6	-7	-59	0	-3	-11	-2	1.1	Nc1[nH]nc2nc(N3CCOCC3)nc(-c3ccccc3)c12
0.89	11	11	0	-6	50	-2	0.89	Cc1cccn2c(=O)c3cc(C(=O)NC4CCCCC4)c(=N)n(Cc4ccc(F)cc4)c3nc12
1.2	7	-23	7	-4	-10	-3	0.93	CC(=O)Nc1ccc(NS(=O)(=O)c2ccc(OC(C)C(=O)N3CCOCC3)cc2)cc1 (stereo not given)
0.94	4	6	2	-2	7	-4	0.96	COC(=O)C1=C(C)N(c2ccc(Cl)c(Cl)c2)C(=O)C1
1	-16	-3	-2	-2	-4	-2	1.2	CCOC(=O)c1c(N)sc(C(=O)N(CC)CC)c1C
0.97	0	3	-2	-2	-5	-3	1	O=C(O)C1=NOC(CNC(=O)c2ccccc2Cl)C1 (stereo not given)
1.1	0	-7	-10	1	-4	-2	1	CNc1nc(C)c(C(=O)OCc2ccccc2)s1
0.92	3	8	5	1	-1	-5	0.97	O=C(CSc1ccc2c(c1)OCCO2)Nc1ccc(Cl)cn1
0.93	6	7	6	0	15	5	0.94	OCCC#Cc1c(-c2ccsc2)sc2ccccc12
1.1	-3	-12	-2	-1	8	-2	1	O=C(NCC1CCCO1)c1cc2ccccc2oc1=O (stereo not given)
0.86	10	14	9	-4	2	-7	0.9	CCCN1Cc2cccc(C(=O)NC(CC(=O)OCC)c3ccc(OC(C)C)cc3)c2C1=O (stereo not given)

Entries of single compounds from above.
O=C1N(CCCN2C(=O)C3(OCCO3)c3ccccc32)c2ccccc2C12OCCO2 in the list: hIAP activ = 1.1; mIAP inh = -1; hIAP block = -6; ATG4B inhibitor = 3; APOBEC3A inh = 0; PfG6PD inh = 0; HKDC1 inhibitor = -7; mIAP act = 1
CC(=O)C1=C(C)NC(=S)NC1c1cc([N+](=O)[O-])ccc1O (stereo not given) in the list: hIAP activ = 0.94; mIAP inh = 2; hIAP block = 6; ATG4B inhibitor = -6; APOBEC3A inh = -1; PfG6PD inh = -8; HKDC1 inhibitor = -8; mIAP act = 0.98
O=C(O)C1=NOC(CNC(=O)c2ccccc2Cl)C1 (stereo not given) in the list: hIAP activ = 0.97; mIAP inh = 0; hIAP block = 3; ATG4B inhibitor = -2; APOBEC3A inh = -2; PfG6PD inh = -5; HKDC1 inhibitor = -3; mIAP act = 1

(more compounds)
hIAP activ	mIAP inh	hIAP block	ATG4B inhibitor	APOBEC3A inh	PfG6PD inh	HKDC1 inhibitor	mIAP act	structure
0.93	-2	7	-3	1	-6	-8	1	Cc1[nH]cc(Br)c(=O)c1Oc1ncc(C(F)(F)F)cc1Cl
1	6	-4	-38	1	7	6	0.94	Cn1c(C(=O)NCCCN2CCN(c3ccccc3F)CC2)cc2c(=O)[nH]c3ccccc3c21
0.89	7	11	-6	-4	6	-6	0.93	CCOC(=O)c1cc(-c2nnc(-c3cc(OC)c(OC)c(OC)c3)o2)c(C)nc1C
0.98&0.94	13&4	2&6	-12&-1	98*!	6&9	-6&-1	0.87&0.96	c1ccc2[nH]c(-c3ccnc4ccccc34)nc2c1
1.2	6	-20	1	2	-11	11	0.94	Cc1c(CCC(=O)N[C@@H](C)C(=O)O)c(=O)oc2cc3oc4c(c3cc12)CCCC4
0.99	-1	1	-5	5	13	0	1	Cc1cc(C)c2[nH]c(O)c(N=NC3=NC(=O)CS3)c2c1
0.8	1	20	-1	-1	4	-7	0.99	Cc1cc2ccccn2c1C(=O)c1ccc([N+](=O)[O-])cc1[N+](=O)[O-]
0.97	13	3	8	-2	-9	6	0.87	OCCCc1nc2ccccc2n1CCOc1ccccc1
0.97	0	3	2	1	-19	-8	1	CCC(C(=O)OCC(=O)NC1CCS(=O)(=O)C1)c1ccccc1 (stereo not given)
0.73	2	26	8	2	-18	-10	0.97	CN(Cc1ccccc1)C1CC(=O)N(c2ccc(C(=O)O)cc2)C1=O (stereo not given)
1.1	6	-10	-9	-2	5	-4	0.94	O=C1CC2(CCN(C(=O)C3CC(=O)N(c4ccccc4)C3)CC2)Oc2ccccc21 (stereo not given)
0.83	1	17	-24	1	28	14	0.99	COc1cc2cnc(-c3ccccc3)c(-c3ccc(C#N)cc3)c2cc1OC

Next entries.
hIAP activ	mIAP inh	hIAP block	ATG4B inhibitor	APOBEC3A inh	PfG6PD inh	HKDC1 inhibitor	mIAP act	structure
1	-1	-3	-10	3	15	-13	1	Cc1cnc(C(=O)NC(C)CCc2ccccc2)cn1 (stereo not given)
0.97	6	3	-9	0	3	-2	0.94	O=[N+]([O-])c1cccc(OCC(O)CN2CCN(S(=O)(=O)c3cc(Cl)ccc3Cl)CC2)c1 (stereo not given)
0.88	-3	12	-17	0	0	-12	1	CCCC(=O)Nc1ccccc1NC(=O)c1ccc(OCC)cc1
1	1	-2	-4	3	8	-2	0.99	O=C(Nc1ccc(Br)cn1)c1cccc2ccccc12
1.1	19	-7	1	1	-8	-1	0.81	CCc1ccc2[nH]c(O)c(N=Nc3nc(-c4ccccc4)cs3)c2c1
1.1	0	-10	15	-7	20	-5	1	Cn1nnnc1SCC(=O)C(C)(C)C
1	5	-4	1	1	-2	3	0.95	COc1ccccc1-c1cc(C(=O)N2CCN(c3ccccc3)CC2)no1
1	2	0	-6	-6	1	4	0.98	CCOc1ccc(C(NC(=O)CC)c2c(O)ccc3ccccc23)cc1 (stereo not given)
1.1	1	-8	-5	-2	-15	-5	0.99	Cc1cc(C(=O)Nc2c(C)nn(Cc3ccc(F)cc3)c2C)on1
0.99	13	1	-16	-3	-2	-8	0.87	Cc1ccc(S(=O)(=O)NNC2CC(=O)N(c3ccc(Br)cc3)C2=O)cc1 (stereo not given)
0.92	-2	8	4	0	4	-5	1	COc1cc(OC)cc(C(=O)NCCCNC(=O)c2ccccn2)c1
0.94	0	6	-5	-4	-8	-2	1	CCSC1=C(C#N)C2(CCCCC2)C2=C(CC(C)(C)CC2=O)N1

(continued)
hIAP activ	mIAP inh	hIAP block	ATG4B inhibitor	APOBEC3A inh	PfG6PD inh	HKDC1 inhibitor	mIAP act	structure
0.94	-4	6	-12	-5	-2	-1	1	COc1ccc(NS(=O)(=O)c2ccc(NC(=O)c3ccccn3)cc2)cc1
0.9	0	10	0	0	-27	3	1	O=c1cc(-c2ccccc2)nc(SCCOc2ccccc2Cl)[nH]1
1.6	-8	-55	-2	-6	6	-3	1.1	Cc1ccc(/C(N)=N/OC(=O)Cc2ccccc2)cc1
1.1	-12	-9	-1	0	-2	-5	1.1	O=C(Cn1ccc([N+](=O)[O-])n1)N1CCCCCC1
1	8	0	-9	-4	3	-3	0.92	Cc1nc(S(=O)(=O)N2CCN(C3c4ccccc4-c4ccccc43)CC2)cn1C
1.1	-3	-12	1	-3	-2	0	1	COc1ccc(CN(C)C(=O)c2ccccc2OCc2c(C)noc2C)cc1OC

High-throughput results from PubChem BioAssay.
